From PubChem
GALK inhibitor – qHTS Assay for Inhibitors of Human Galactokinase (GALK); Purified GALK, Kinase-Glo residual ATP luminescence; Potency, µM (titrated, usually from 57.5 µM), for inactives: at the highest dose activity change, negative = inhibition, usual class: inhibitors; 0.007% of 270,000 active; AID 1868, 2009; also: potency is read from the fitted curve at half-maximal effect; % is scaled to controls: 0 for no effect and ±100 for the full control effect
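Kinase-Glo Plus luminescence measured ATP left after a 1 h room-temperature reaction. The reaction used 5 nM GALK, 100 uM galactose and 35 uM ATP at pH 8.0 (20 mM HEPES, 5 mM MgCl2, 60 mM NaCl, 1 mM DTT, 0.01% BSA).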
ASM inhibitor – Inhibitors of Secretory Acid Sphingomyelinase (S-ASM): qHTS; placental ASM, HMU-PC fluorogenic substrate, 60 min; AID 504937, 2011; Sphingomyelin phosphodiesterase (Homo sapiens), P17405; 0.006% of 340,000 active; Potency, µM (series often up to 57.5 µM), without a hit: top-dose activity change, negative = inhibition, most hits filed as inhibitors; also: potency is read from the fitted curve at half-maximal effect
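Fluorogenic HMU-PC substrate (9 uM final) is turned over by placental ASM in 60 min at 37 C after a 10 min compound preincubation. Reaction ended by alkaline stop (pH 10), with fluorescence read at 386/447 nm.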
B2AR arrestin – qHTS assay of beta-arrestin-biased ligands of beta2-adrenergic receptor; Potency, µM (highest dose often 46.1 µM), inactives show at the top dose activation, most hits filed as activators; 0.02% of 330,000 active; beta-arrestin recruitment to beta2AR, cell-based reporter; AID 492947, 2010; Beta-2 adrenergic receptor (Homo sapiens), P07550;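 also: potency is read from the fitted curve at half-maximal effect; 0% = DMSO controls and full agonism = EC100 isoproterenol or metaproterenol; nearly all actives have a fitted effect of over 65% in size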
Target sequence (P07550 whole entry, looked up): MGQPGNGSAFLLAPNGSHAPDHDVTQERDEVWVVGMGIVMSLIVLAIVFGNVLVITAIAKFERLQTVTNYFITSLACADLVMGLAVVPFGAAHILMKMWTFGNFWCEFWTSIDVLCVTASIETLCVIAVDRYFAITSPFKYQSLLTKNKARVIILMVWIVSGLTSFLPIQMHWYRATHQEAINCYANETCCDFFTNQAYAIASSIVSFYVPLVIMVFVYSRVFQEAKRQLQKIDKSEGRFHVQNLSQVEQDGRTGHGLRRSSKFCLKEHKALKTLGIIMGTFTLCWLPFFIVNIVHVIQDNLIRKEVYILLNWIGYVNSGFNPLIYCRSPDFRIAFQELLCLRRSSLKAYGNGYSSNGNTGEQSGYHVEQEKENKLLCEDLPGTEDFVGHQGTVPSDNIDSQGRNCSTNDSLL
PTAP TSG101 blk – qHTS Assay for Iinhibitors of HIV-1 Budding by Blocking the Interaction of PTAP/TSG101 | Fluorescence polarization, FITC-PTAP peptide / Tsg101 binding | 340,000 tested, under 10 active | Potency, µM (top dose mostly 115 µM), for the others: top-dose activity change, negative = inhibition, usual class: inhibitors; active = well fitted inhibition curve with a large enough effect in the main read-out, with a control signal flat, not every such curve was filed as active; inconclusive = small, poorly fitted or top-dose-only effect, or effect the other way, or a change in a side signal; inactive = no such curve, though single readings can be large or run the other way; also: potency is read from the fitted curve at half-maximal effect; % of control where 0% means no effect
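Compounds were pin-transferred onto Tsg101 binding domain (10 uM final) in HEPES pH 7.5 buffer, then FITC-PTAP peptide was added at 50 nM final. After 20 min at RT, polarization reported peptide displacement across a qHTS concentration series.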
Tb PFK block – qHTS Assay to Find Inhibitors of T. brucei phosphofructokinase | 0.17% of 330,000 active | Potency, µM (doses to about 57.5 µM), without a hit: at the highest dose activity, negative = inhibition, most hits filed as inhibitors | T. brucei PFK, ADP-Glo luminescence | ATP-dependent 6-phosphofructokinase (Trypanosoma brucei brucei), O15648;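 also: potency is read from the fitted curve at half-maximal effect; 0% = uninhibited 1x PFK enzyme wells and -100% = no-enzyme wells; nearly all actives have a fitted effect of over 60% in size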
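1.25 nM PFK with 0.5 mM F6P and 0.1 mM ATP in 0.1 M TEA pH 8.0, 5 mM MgCl2, incubated 45 min at room temperature; ADP measured by ADP-Glo luminescence; compounds titrated up to 57 uM.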
PKM2 act – qHTS Assay for Activators of Human Muscle isoform 2 Pyruvate Kinase; Pyruvate kinase PKM (Homo sapiens), P14618; purified PKM2, Kinase-Glo ATP luminescence, activation; response scale: 0% is enzyme alone, no compound; Potency, µM (top dose mostly 57.5 µM), for inactives: top-dose activation, hits mostly activators; 0.34% of 260,000 active; AID 1631, 2009; also: potency is read from the fitted curve at half-maximal effect; % is scaled to controls: 0 for no effect and ±100 for the full control effect; nearly all actives have a fitted effect of over 55% in size
Target sequence (P14618 whole entry, looked up, canonical isoform): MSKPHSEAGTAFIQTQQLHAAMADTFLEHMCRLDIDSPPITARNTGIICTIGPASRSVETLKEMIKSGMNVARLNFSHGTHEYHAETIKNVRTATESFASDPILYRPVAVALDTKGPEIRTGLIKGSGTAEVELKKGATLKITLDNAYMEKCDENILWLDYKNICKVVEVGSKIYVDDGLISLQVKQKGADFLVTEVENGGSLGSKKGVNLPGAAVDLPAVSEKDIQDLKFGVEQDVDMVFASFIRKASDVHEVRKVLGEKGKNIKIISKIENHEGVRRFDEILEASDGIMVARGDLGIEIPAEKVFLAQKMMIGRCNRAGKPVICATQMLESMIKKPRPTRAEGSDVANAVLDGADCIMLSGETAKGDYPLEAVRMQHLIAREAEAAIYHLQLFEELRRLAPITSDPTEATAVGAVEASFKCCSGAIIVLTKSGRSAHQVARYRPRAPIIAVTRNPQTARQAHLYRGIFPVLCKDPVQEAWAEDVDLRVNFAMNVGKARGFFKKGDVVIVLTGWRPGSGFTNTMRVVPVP
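ATP formation by purified human PK-M2, quantified via coupled luciferase luminescence after 1 h at room temperature with 0.1 mM ADP and 0.5 mM PEP final.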
Giardia kill – Small Molecules that selectively kill Giardia lamblia: qHTS; Giardia lamblia trophozoite viability; activity change, % at 7.66 µM, hits read low; 0.15% of 340,000 active; in the data active = activity change below about -80%; inconclusive = between about -30% and that limit;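 also: parasites exposed to compound for two days anaerobically before the ATP read; % is scaled to controls: 0 for no effect and ±100 for the full control effect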
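Luminescent ATP signal served as the viability read-out, measured 15-30 min after adding ATP detection reagent to trophozoites that had been incubated with compounds for 48 hrs at 37 deg C anaerobically at 100 cells/well.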
FBPA coupling cs – qHTS Assay for Inhibitors of Fructose-1,6-bisphosphate Aldolase from Giardia Lamblia: Coupling assay counterscreen | coupling enzyme system counterscreen, AmpLite Red fluorescence | activity change, negative = inhibition, % at 58.2 µM, hits read low | 0.67% of 290,000 active | AID 2472, 2010; in the data active = activity change below about -30%; also: % is scaled to controls: 0 for no effect and ±100 for the full control effect
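Counterscreen lacking aldolase: glyceraldehyde-3-phosphate coupling-enzyme reagent preincubated 10 min at RT with compound (at 57.5 uM final), then substrate/coupling system with AmpLite Red added; fluorescence read at 525/598 nm after 20 min RT.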
a7 integrin act – qHTS for Activators of Integrin-Mediated Alleviation for Muscular Dystrophy. Potency, µM (top dose mostly 38.3 µM), for the others: top-dose activation, actives largely listed as activators. alpha7betagal myoblasts, beta-gal FDG fluorescence, 48 h. 0.064% of 350,000 active. AID 624291, 2012;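 also: potency is read from the fitted curve at half-maximal effect; 100% = response of the positive control SU9516; nearly all actives have a fitted effect of over 60% in size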
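Alpha7betagal+/- myoblasts (passage 13) were plated 16-24 hr, then exposed to compounds (1:260 dilution of DMSO stock) for 48 hours at 37C. After MPER lysis, β-galactosidase reporter activity was read as FDG fluorescence (ex 480/em 540) after 30 minutes.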
BCR signal inh – qHTS Assay to Find Inhibitors of Chronic Active B-Cell Receptor Signaling. 0.05% of 340,000 active. ABC-DLBCL IkBa-CBG/CBR reporter, luminescence ratio, 4 h. Potency, µM (titrated, usually from 46.1 µM), for inactives: top-dose ratio change, negative = lower green/red ratio, actives largely listed as inhibitors; active = well fitted inhibition curve with a large enough effect in the signal ratio, with a control signal flat, not every such curve was filed as active; inconclusive = small, poorly fitted or top-dose-only effect, or effect the other way, or a change in a side signal; the % refers to the signal ratio;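 also: potency is read from the fitted curve at half-maximal effect; plate controls were basal doxycycline-induced cells for no effect and cells given 10 µM MG132 for full effect; MG132 reads +100%, hits lower the ratio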
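Compounds up to 46 uM were incubated four hours with TMD8 cells whose green CBG68 luciferase is fused to IkappaBalpha; red CBR luminescence normalised the signal, and concentration-effect curves were fitted to fusion, red and ratio data.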
Menin MLL FP TR – qHTS Assay for Inhibitors Targeting the Menin-MLL Interaction in MLL Related Leukemias: Competition With Texas Red Labeled MLL-derived Mutant Peptide; O00255; Menin + Texas Red MLL mutant peptide, fluorescence polarization; Potency, µM (top dose mostly 61.6 µM), for the others: at the top dose FP activity change, negative = inhibition, usual class: inhibitors; 0.23% of 270,000 active; AID 1768, 2009; active = well fitted inhibition curve with a large enough effect in the polarisation, with a control signal flat, not every such curve was filed as active; inconclusive = small, poorly fitted or top-dose-only effect, or effect the other way, or a change in a side signal; inactive = no such curve, though single readings can be large or run the other way; the % refers to the polarisation; also: potency is read from the fitted curve at half-maximal effect; % of control where 0% means no effect; many of its hits are not listed in these tables
Numbers without * were called inactive; ? = inconclusive; . = no result given; [ ] = dose if it differs, or a comment. Unless noted, calls follow the shape of the dose curve; as a rule, active = well fitted curve in the direction sought with a large enough effect; inconclusive = small, poorly fitted or top-dose-only effect, or another doubt; inactive = no such curve, though single readings can be large; an effect the other way counts as inactive or inconclusive. The list is partial; the hit share may differ from the screen's.

SMILES	GALK inhibitor	ASM inhibitor	B2AR arrestin	PTAP TSG101 blk	Tb PFK block	PKM2 act	Giardia kill	FBPA coupling cs	a7 integrin act	BCR signal inh	Menin MLL FP TR
O=C(COc1ccc(F)cc1Br)NCc1nnc2ccccn12	.	4%	0.3%	-7%	4%	.	-7	.	7%	1%	.
O=C(NCCc1ccccc1Cl)C1CCC(=O)N(Cc2cccc(C(F)(F)F)c2)C1 (stereo not given)	-4%	.	0.3%	-1%	1%	-4%	-11	.	-3%	2%	.
CN1C(C(=O)Nc2ccc(F)cc2F)=CC(c2cccs2)=NS1(=O)=O	.	3%	0.1%	-1%	1%	-4%	15	0	1%	?	34%[activator]
CC1Sc2ccc(S(=O)(=O)N(C)Cc3ccccc3)cc2NC1=O (stereo not given)	-1%	0%	0.4%	-4%	4%	.	-21	.	-1%	?	.
Cc1ccc(-c2cc(C(=O)O)n[nH]2)s1	-2%	2%	-0.2%	-1%	6%	-1%	-8	2	6%	-3%	-14%
Cc1cc(C)n(-c2nc3ccccc3c(=O)n2OCC(C)C)n1	.	5%	0.5%	2%	2%	.	-5	0	21%	?	1%
CCCn1c(SCC(=O)NC2CC2)nnc1-c1ccccn1	-2%	-3%	-0.5%	0%	-17%	.	14	1	2%	-1%	.
CCOc1ccc(N2C(=O)/C(=C/c3ccccc3OCC(=O)OC)N(CC(=O)OC)C2=S)cc1	-1%	-4%	-0.6%	5%	0%	1%	-16	-4	-19%	-9%	2%
CCOc1ccccc1-n1c(SCC(=O)NC2CCCC2)nnc1-c1ccoc1C	0%	-1%	4.2%	-6%	-1%	2%	-5	2	16%	7%	-14%
Cc1cccc(C)c1N1CCN(c2cc(Cl)nc(N)n2)CC1	-4%	0%	-0.8%	0%	5%	.	6	1	-6%	2%	-9%
COc1ccc(-c2csc(NC(=O)c3cc(C)oc3C)n2)cc1OC	6%	-24%	-0.9%	-1%	2%	3%	-1	-7	?	0%	?
Cc1cc(N)c(C)c([N+](=O)[O-])c1C	1%	2%	-0.6%	-7%	6%	2%	2	-29	-30%	4%	1%
CCn1c(SCC(=O)NCCc2ccccc2)nc2sc3c(c2c1=O)CCN(C)C3	9%	33%[activator]	0.4%	1%	-3%	-4%	-3	0	-25%	-2%	.
N#CC(C(=O)c1ccc(S(=O)(=O)N2CCCCCC2)cc1)c1nc2ccccc2[nH]1 (stereo not given)	1%	2%	0.0%	1%	4%	-9%	-3	1	24%	-1%	?
CC(=O)c1ccc(N2C(=NC(=O)CCC3CCCC3)SC3CS(=O)(=O)CC32)cc1 (stereo not given)	-2%	-21%	-0.2%	5%	3%	.	-18	-2	1%	-1%	?
CS(=O)(=O)N(CCc1ccccc1)CC(=O)NCc1ccccn1	1%	1%	-0.1%	0%	-1%	0%	6	-1	-1%	5%	22%
O=C(OCn1nnc2ccccc2c1=O)c1ccc2ncsc2c1	-1%	-2%	-0.9%	-6%	-2%	2%	-6	6	18%	1%	10%
COc1ccc(S(=O)(=O)N2CCN(C(=O)c3cc4c(s3)CCC4)CC2)cc1	.	6%	0.0%	-3%	?	.	5	.	-14%	-11%	.
O=C(/C=C/c1ccnc2ccccc12)c1cccs1	2%	-4%	-0.3%	-3%	-5%	-17%	-17	-12	-68%[inhibitor]	?	17%
Cc1ccccc1/C=C1\C(=O)Nc2ccc(F)cc21	0%	-6%	-0.3%	-2%	5%	.	17	2	-10%	?	?
O=C(Nc1ccc(F)c(F)c1)C1CCCN(S(=O)(=O)c2cnc[nH]2)C1 (stereo not given)	.	-1%	0.3%	-2%	0%	3%	-13	0	12%	1%	16%
COc1cc(C(=O)Oc2ccccc2/C=N/NC(=O)c2ccc(Cl)cc2Cl)cc(OC)c1OC	-2%	-16%	0.0%	2%	0%	-2%	11	0	-45%	-22%	-11%
O=C(NCC1CCS(=O)(=O)C1)Oc1ccccc1 (stereo not given)	4%	2%	0.1%	-3%	1%	-6%	0	4	?	-1%	10%
CCCc1nnc(NC(=O)CCC(=O)N2CCN(Cc3ccc(Cl)cc3)CC2)s1	-6%	4%	0.3%	-1%	-2%	.	4	.	10%	0%	.

Part of the list above with just PKM2 act and ASM inhibitor.
SMILES	PKM2 act	ASM inhibitor
COc1cc(C(=O)Oc2ccccc2/C=N/NC(=O)c2ccc(Cl)cc2Cl)cc(OC)c1OC	-2%	-16%
O=C(NCCc1ccccc1Cl)C1CCC(=O)N(Cc2cccc(C(F)(F)F)c2)C1 (stereo not given)	-4%	.

(more compounds)
SMILES	GALK inhibitor	ASM inhibitor	B2AR arrestin	PTAP TSG101 blk	Tb PFK block	PKM2 act	Giardia kill	FBPA coupling cs	a7 integrin act	BCR signal inh	Menin MLL FP TR
CCN(CC)CCNC(=O)C1c2ccccc2C(=O)N(C)C1c1cn(C)c2ccccc12 (stereo not given)	0%	-1%	1.2%	-2%	1%	-5%	26	1	4%	-7%	5%
CCOC(=O)N1CCN(C(=O)c2ccc(CNS(=O)(=O)c3ccc(C)cc3)cc2)CC1	0%	-1%	1.2%	-6%	-1%	0%	5	5	11%	4%	7%
Cc1ncc(CCl)c2c1OC(C)(C)OC2	0%	6%	0.3%	-8%	2%	-4%	-2	-38*	-7%	1%	-22%
Cc1cccc(CS(=O)(=O)c2ncc(Cl)c(C(=O)NCc3ccc4c(c3)OCO4)n2)c1	3%	4%	-1.4%	-1%	-9%	.	?	2	-82%[inhibitor]	?	47%[activator]
C=CCOc1ccc(/C=C2\SC(=S)N(NS(=O)(=O)c3ccc(C)cc3)C2=O)cc1	-2%	?	0.1%	-8%	0%	.	0	5	4%	-2%	?
CCCC(c1nnnn1CS(=O)(=O)c1ccc(C)cc1)N1CCN(c2ccc(F)cc2)CC1 (stereo not given)	0%	0%	-0.3%	-6%	-6%	-3%	7	-3	-17%	-1%	-6%
O=C(NNC(=S)Nc1ccccc1Cl)c1ccncc1	0%	7%	-0.5%	0%	2%	-11%	15	-3	4%	?	.
CCN(C(=O)CSc1ccc2ccccc2n1)C1CCCCC1	.	-4%	10%	-3%	-3%	.	4	.	-17%	2%	.
Cc1nn(-c2ccccc2)c(C)c1/C=C/C(=O)OCC(=O)N(C)C1CCS(=O)(=O)C1 (stereo not given)	0%	5%	0.0%	-2%	-5%	-6%	20	-2	14%	8%	18%
COc1ccc(OCc2cc(C(=O)N3CCCC(CO)C3)no2)c2ccccc12 (stereo not given)	-6%	-2%	0.0%	-8%	2%	.	-5	.	?	-12%	.
Cc1cccc(NC(=O)c2ccc3c(=O)n(CC4CCCO4)c(=S)[nH]c3c2)c1 (stereo not given)	14%	11%	0.1%	-6%	-5%	0%	9	2	14%	?	53%[activator]
c1ccc(-c2csc(NC3CCCCC3)n2)cc1	1%	36%	-0.2%	0%	1%	6%	-3	-2	-6%	-14%	-18%
O=C(Cc1cccs1)Nc1ccc([N+](=O)[O-])cc1	0%	5%	-0.1%	-1%	-3%	0%	-23	2	17%	?	14%
COc1ccc(-c2nc(CSCC(=O)N3CCC(C(N)=O)CC3)c(C)o2)cc1OC	0%	1%	-0.8%	-11%	-1%	-1%	-25	0	-9%	?	-2%
COc1ccccc1C(=O)NC(C(=O)NCCc1nc2ccccc2[nH]1)=C(C)C	4%	3%	0.3%	-7%	-1%	.	-5	.	-11%	-10%	.
COc1ccc(OC)c(/C=N/Nc2nc(C)cc(=O)[nH]2)c1	0%	29%	-0.1%	-3%	-1%	.	1	-1	1%	-2%	-26%
COc1cccc(NC(=O)N2CCCC2C(=O)NCc2ccc(Cl)cc2)c1 (stereo not given)	0%	-3%	-0.3%	-3%	-3%	0%[11.5 µM]	0	1	?	3%	?
CCOC(=O)C(=Nc1ccc(Cl)cc1)NO	2%	-1%	-0.6%	-3%	0%	3%	-3	2	26%	-3%	-7%
